Source: PubChem BioAssay
miR-122 sensor: miR-122 Renilla sensor signal increase in Huh7, primary screen, miR-122 inhibitor project, cell-based, single point, plate reader; Huh7 miR-122 Renilla luciferase sensor, 48 h; neutral wells = 0, positive control = 100; activation (reporter increase), % at 12.5 µM; 340,000 compounds, 0.3% hits; AID 602342, 2012;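 active = mean replicate activation score at least 90 and every replicate individually at or above 90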;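 note: higher luciferase means less miR-122 activity so hits act as miR-122 inhibitors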
SIRT5 block: SIRT5 desuccinylase inhibitors, primary screen, biochemical, fluorescence imaging, single point, set 5; NAD-dependent protein deacylase sirtuin-5, mitochondrial (Homo sapiens), Q9NXA8; Purified SirT5, succinyl-peptide AMC, trypsin-coupled fluorescence; inhibition, % at 15 µM; 330,000 compounds, 1.1% hits; in the data active = inhibition above about 15%
Target sequence (Q9NXA8 whole entry, looked up): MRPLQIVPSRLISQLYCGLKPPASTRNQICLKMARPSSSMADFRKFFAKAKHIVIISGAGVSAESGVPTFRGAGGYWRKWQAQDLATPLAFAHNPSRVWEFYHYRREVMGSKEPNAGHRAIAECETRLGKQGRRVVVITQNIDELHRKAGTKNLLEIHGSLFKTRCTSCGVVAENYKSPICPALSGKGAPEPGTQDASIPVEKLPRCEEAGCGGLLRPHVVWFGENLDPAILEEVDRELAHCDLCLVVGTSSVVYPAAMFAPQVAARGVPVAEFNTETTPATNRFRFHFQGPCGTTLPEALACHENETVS
ERp5 inh: inhibitors of ERp5-driven insulin aggregation, primary screen, biochemical, turbidity, absorbance 650 nm, single point. Protein disulfide-isomerase A6 (Homo sapiens), Q15084. 90 min. inhibition, % at 9.99 µM. 350,000 compounds, 0.05% hits;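 active = mean replicate inhibition above about 25%, with every replicate also reaching it, limit read from the data, passing the limit was not always enough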
Target sequence (Q15084 whole entry, looked up): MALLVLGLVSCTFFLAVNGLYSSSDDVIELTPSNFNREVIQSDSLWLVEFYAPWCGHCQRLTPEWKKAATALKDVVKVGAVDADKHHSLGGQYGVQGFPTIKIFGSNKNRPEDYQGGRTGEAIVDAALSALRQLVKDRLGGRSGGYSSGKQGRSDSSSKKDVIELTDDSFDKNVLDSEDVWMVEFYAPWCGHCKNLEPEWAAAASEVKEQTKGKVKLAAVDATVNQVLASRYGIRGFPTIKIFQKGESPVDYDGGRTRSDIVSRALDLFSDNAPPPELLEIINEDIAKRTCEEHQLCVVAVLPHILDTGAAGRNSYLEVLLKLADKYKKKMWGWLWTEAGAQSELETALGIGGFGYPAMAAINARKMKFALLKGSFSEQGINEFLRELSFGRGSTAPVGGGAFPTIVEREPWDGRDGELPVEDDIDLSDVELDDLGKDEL
ERAP1 HTS inh: human ERAP1 aminopeptidase inhibitors, primary screen, biochemical, single point, plate reader; recombinant ERAP1, Leu-AMC fluorescence, 60 min; inhibition, % at 10.7 µM; 340,000 compounds, 0.15% hits;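 active = mean replicate inhibition of at least 30%, or all replicates individually reaching that 30% level; inactive = mean below 30% and not every replicate reaching it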;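 note: 0% = neutral control wells and 100% = L-leucinethiol positive control wells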
F508del corr: F508del CFTR correction, initial screen, CFBE line, single point; 350,000 compounds, 0.36% hits; CFBE cells, YFP halide quenching; stimulated with forskolin plus potentiator P3; % fluorescence drop versus neutral controls; AID 720511, 2013; activity (quench increase), % at 7.58 µM;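 active = mean added fluorescence quench of at least 8% versus neutral control, with both replicates also reaching 8%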;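 note: cells transiently co-express mutant CFTR-F508del with the halide-sensitive YFP; corrector assay measuring rescue of mutant channel to the surface after 24 h compound exposure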
CASP6 VEID inh: human caspase-6 inhibitors, primary screen, biochemical, VEID-R110 fluorescence, single point, set 2; purified caspase-6, Z-VEID-R110 cleavage fluorescence; P55212; 350,000 compounds, 0.53% hits; AID 686996, 2013; inhibition, % at 12.5 µM;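 active = mean inhibition across replicates at least about 35%, with every replicate also reaching that limit, limit read from the data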;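 note: 0% = median of neutral control wells and 100% = no fluorescence left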
DENV2 CPE: inhibitors of DENV2 cytopathic effect, primary screen, cell-based, plate reader, single concentration; DENV2-infected cells, cytopathic effect rescue; CPE inhibition, % at 9.99 µM; 350,000 compounds, 1.7% hits; AID 651640, 2012; in the data active = CPE inhibition above about 20%, passing the limit was not always enough; tested in BHK-21 cells;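 note: 0% = median of neutral control wells and 100% = median of positive control wells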
Active calls of the source: *; x = no result given; [ ] = remark or other dose.

1) CO[C@H]1CN(C)C(=O)c2cc(NC(=O)NC3CCCCC3)ccc2OC[C@H](C)NC[C@H]1C
2) CN=c1scc(-c2ccco2)n1/N=C/c1ccc(O)c(O)c1
3) CCCNC(=O)N1C[C@@H]2[C@H](c3ccccc31)[C@H](CO)N2Cc1ccc(F)cc1
4) Cc1ccc(S(=O)(=O)NC2CC3CCC2C3)cc1 (configuration not stated)
5) COc1ccc(-c2csc3nc(-c4cccnc4)nc(Cl)c23)cc1OC
6) O=C(CCCc1ccccc1)Nc1ccccn1
7) O=C1OC(/C(=C\Nc2cc(Cl)ccc2O)[N+](=O)[O-])c2ccccc21 (configuration not stated)
8) Cc1nn(-c2ccccc2)c(C)c1N

screen / no.	1	2	3	4	5	6	7	8
miR-122 sensor	0[16.7 µM]	x	0[16.7 µM]	72	x	5	x	-1
SIRT5 block	1	-1	3	-2	0	-2	-1	-10
ERp5 inh	-1	-2	-1	0	5	4	1	4
ERAP1 HTS inh	1	1	-2	2	4	-3	-1	-2
F508del corr	-2.1	0.2	0.5	1.4	-8.5	-1.6	-0.7	-1.0
CASP6 VEID inh	0	21	0	-4	1	-3	2	-5
DENV2 CPE	-9	-4	-6	3	2	-7	-2	2

9) C[C@H]1CN([C@@H](C)CO)C(=O)c2cc(NC(=O)Nc3ccc4c(c3)OCO4)ccc2O[C@H]1CN(C)Cc1ccc(Cl)c(Cl)c1
10) C[C@@H]1CN([C@H](C)CO)C(=O)c2cccc(NC(=O)C3CCCCC3)c2O[C@H]1CN(C)S(=O)(=O)c1cccs1
11) COc1ccccc1NC(=S)N(CCN(C)C)C(C)c1ccncc1 (configuration not stated)
12) COc1ccc(S(=O)(=O)N2CCN(Cc3ccc4c(c3)OCO4)CC2)c2ccccc12
13) CC(C)C[C@H]1CN([C@@H](CC(C)C)CN2CCC[C@H]2CN2C(=O)C(=O)NC[C@@H]2Cc2ccc(O)cc2)C(=O)C(=O)N1CC1CCCCC1
14) CCc1nnc(NC(=O)CN2CCN(Cc3ccccc3C)CC2)s1
15) CC(=O)Nc1ccc(S(=O)(=O)N2CCN(c3ccc([N+](=O)[O-])cc3)CC2)cc1
16) CCOC(=O)C1=C(COC(=O)/C=C/c2ccc([N+](=O)[O-])cc2)NC(=O)NC1C (configuration not stated)

screen / no.	9	10	11	12	13	14	15	16
miR-122 sensor	7[16.7 µM]	-15[16.7 µM]	0	3	x	5	-1	-2
SIRT5 block	-5	-1	3	0	5	2	-1	2
ERp5 inh	-1	-5	0	-2	-1	0	1	-5
ERAP1 HTS inh	1	2	0	-2	0	-7	5	12
F508del corr	-5.1	2.9	-0.8	-1.3	1.5	1.1	-1.7	-0.2
CASP6 VEID inh	-1	1	-6	0	6	1	-1	0
DENV2 CPE	12	-2	-3	10	3	10	-1	-4

17) COc1ccc(NC(=O)N(C)C[C@@H]2Oc3ccc(NS(=O)(=O)c4cn(C)cn4)cc3C(=O)N([C@@H](C)CO)C[C@H]2C)cc1
18) CNC(=O)COC(=O)c1cc(SC)ccc1Cl
19) Cc1cccc(NC(=S)N2CCC(N(C)CC3CCCO3)CC2)c1 (configuration not stated)
20) c1ccc2c(c1)nc(NCC1CCCO1)c1nnnn12 (configuration not stated)
21) Cc1noc(C)c1S(=O)(=O)N1CCN(c2ccc(Cl)cc2)CC1
22) CCC(=O)Nc1sc(C(=O)Nc2ccccc2)c(C)c1C(=O)OC
23) C[C@H](CO)N1C[C@H](C)[C@H](CN(C)C(=O)Cc2ccncc2)Oc2ncc(C#C[C@@H](C)O)cc2C1=O
24) C/C=C/c1cnc2c(c1)C(=O)N([C@H](C)CO)C[C@H](C)[C@@H](CN(C)C(=O)c1cccnc1)O2

screen / no.	17	18	19	20	21	22	23	24
miR-122 sensor	4[16.7 µM]	x	1	4	1	-2	0[16.7 µM]	-3[16.7 µM]
SIRT5 block	4	x	-2	x	-10	2	-7	-3
ERp5 inh	-1	-1	-1	2	1	-2	-12	-5
ERAP1 HTS inh	1	0	x	x	1	1	-5	-5
F508del corr	0.7	4.2	-1.4	-2.0	-1.1	1.9	-1.4	1.7
CASP6 VEID inh	0	-1	-12	8	2	-2	4	2
DENV2 CPE	13	5	12	-4	2	10	11	4

25) O=C(c1ccc(F)cc1)N1CCCCN2[C@@H](CO)[C@H](c3ccc(C#CC4(O)CCCC4)cc3)[C@@H]2C1
26) CC(C)(c1ccc(O)c([N+](=O)[O-])c1)c1ccc(O)c([N+](=O)[O-])c1
27) COc1cc(NS(=O)(=O)c2ccc(C)cc2)c2c(c1N)C(=O)c1ccccc1C2=O
28) Cc1c(NS(=O)(=O)c2cccc(C(=O)NCc3cccc(Cl)c3)c2)c(=O)n(-c2ccccc2)n1C
29) CCC(c1ccccc1)c1nc(-c2cccnc2)no1 (configuration not stated)
30) CC(=O)c1ccc(NC(=O)CN2CCC(C(=O)c3ccc(F)cc3)CC2)cc1
31) O=C(NCCc1ccccc1)c1ccc(NC(=O)C2CCCC2)cc1
32) COCC(=O)N1CC2(C1)[C@@H](c1ccccc1)[C@@H](CO)N2C(=O)c1cccnc1

screen / no.	25	26	27	28	29	30	31	32
miR-122 sensor	-7[16.7 µM]	-13	-2	x	4	0	0	x
SIRT5 block	-6	-2	-6	-9	1	0	x	-8
ERp5 inh	0	4	-2	3	7	-2	-6	-3
ERAP1 HTS inh	0	-3	1	-6	0	1	x	1
F508del corr	0.6	-1.6	-0.9	-3.9	2.5	2.3	3.8	4.5
CASP6 VEID inh	0	0	-2	0	0	4	-3	1
DENV2 CPE	5	4	6	-14	-11	-2	9	-9

33) O=C(c1ccco1)N1CCN(Cc2nnc(-c3ccccc3)o2)CC1
34) CCc1ccccc1NC(=O)C1=CC(c2cccs2)=NS(=O)(=O)N1C
35) CN(C)CC(=O)N1[C@H](CO)[C@H](c2ccccc2)C12CN(C(=O)c1cccc(F)c1)C2
36) COc1ccc(CNC(=O)C[C@H]2CC[C@@H]3[C@@H](COc4ccc(NC(=O)C5CC5)cc4C(=O)N3C)O2)cc1
37) COC(=O)C[C@H]1CC[C@@H]2[C@@H](COc3ccc(NS(=O)(=O)c4ccc(F)cc4)cc3C(=O)N2C)O1
38) COc1ccc(S(=O)(=O)N2CCOCC2)cc1NC(=O)CN1C(=O)NC(C)(C2CC2)C1=O (configuration not stated)
39) Cc1ccc(NC(=O)Cc2noc3ccccc23)nc1
40) O=C(O)c1cccc(Nc2nc(-c3ccccc3)nc3ccccc23)c1

screen / no.	33	34	35	36	37	38	39	40
miR-122 sensor	-1	x	x	-5[16.7 µM]	7[16.7 µM]	x	x	x
SIRT5 block	-3	0	1	10	-1	-4	-2	3
ERp5 inh	2	0	0	-5	-3	-7	5	-1
ERAP1 HTS inh	0	-4	-2	-1	-1	23	1	-108
F508del corr	2.1	-5.0	1.9	2.8	-3.0	0.7	-2.6	-0.3
CASP6 VEID inh	4	-4	-4	6	0	-2	1	16
DENV2 CPE	7	-6	-6	-14	-2	2	1	-3

41) Cc1cc(Br)ccc1OCCOCCN1CCCC1
42) COc1cc2c(cc1OC)n(CC(=O)NC1CCCCCC1)n1c(C)cc(=O)nc21
43) COc1ncccc1-c1nnn(-c2ccccc2Br)n1
44) CN(CCCNC(=O)CCc1cn(C)c2ccccc12)C1CCCCC1
45) Cc1ccc(C)c(Nc2nc(-c3ccncc3)nc3ccccc23)c1
46) Cc1ccc(NC(=O)OCc2ccccc2S(C)=O)cc1 (configuration not stated)
47) CCOc1ccc(NC(=O)CCCCn2c(=O)[nH]c3ccsc3c2=O)cc1
48) C[C@@H]1CN([C@@H](C)CO)C(=O)c2cc(NS(=O)(=O)c3ccc(Cl)cc3)ccc2O[C@@H](C)CCCCO[C@H]1CN(C)S(=O)(=O)c1cccs1

screen / no.	41	42	43	44	45	46	47	48
miR-122 sensor	12	1	x	7	17	x	1	7[16.7 µM]
SIRT5 block	-3	-13	0	3	-1	-3	-4	0
ERp5 inh	0	-5	-4	1	2	-6	2	-8
ERAP1 HTS inh	-1	-1	0	6	0	-3	x	-1
F508del corr	2.7	1.7	1.3	x	0.6	-2.2	-1.7	1.2
CASP6 VEID inh	-50	-3	1	-39	-4	-3	0	1
DENV2 CPE	3	8	-4	1	-1	-6	-6	36*

Three entries out of the list, ordered by molar mass, lowest first.
46) Cc1ccc(NC(=O)OCc2ccccc2S(C)=O)cc1 (configuration not stated)
41) Cc1cc(Br)ccc1OCCOCCN1CCCC1
44) CN(CCCNC(=O)CCc1cn(C)c2ccccc12)C1CCCCC1

screen / no.	46	41	44
miR-122 sensor	x	12	7
SIRT5 block	-3	-3	3
ERp5 inh	-6	0	1
ERAP1 HTS inh	-3	-1	6
F508del corr	-2.2	2.7	x
CASP6 VEID inh	-3	-50	-39
DENV2 CPE	-6	3	1

Later entries.
49) COc1ccc(CNC(=O)c2noc(C)c2[N+](=O)[O-])cc1
50) CCOC(=O)N1CC(=O)Nc2ccc(Br)cc2C1c1ccccc1 (configuration not stated)
51) COc1ccc(N2CCN(S(=O)(=O)c3ccc4c(c3)CCCC4)CC2)c([N+](=O)[O-])c1
52) Cc1ccc(S(=O)(=O)Nc2ccc3c(c2)C(=O)N([C@H](C)CO)C[C@H](C)[C@H](CN(C)C(=O)CCC(F)(F)F)OCCCC[C@@H](C)O3)cc1
53) CCCC#Cc1cnc2c(c1)C(=O)N([C@H](C)CO)C[C@@H](C)[C@@H](CN(C)C(=O)c1cccc(F)c1)O2
54) O=C(c1ccc(F)cc1)N1CC(=O)N2[C@H](C1)[C@H](c1ccc(C#CCC3CCCC3)cc1)[C@@H]2CO
55) NC(=O)c1ccc(-c2ccc(N3C(c4ccsc4)=Cc4ccc(F)cc4C3CC(=O)c3ccco3)cc2)cc1 (configuration not stated)
56) CC(C)(C)c1ccc(OCCC(=O)OCC(=O)Nc2cccnc2Cl)cc1
57) CCCCOC(=O)c1nnc(-c2ccccc2)o1
58) O=C(Nc1nccs1)c1nc[nH]c1C(=O)N1CCN(c2ccccc2)CC1

screen / no.	49	50	51	52	53	54	55	56	57	58
miR-122 sensor	x	-3	-5	3[16.7 µM]	-3[16.7 µM]	x	x	-2	x	1
SIRT5 block	x	10	-6	-12	-3	19*	-4	-6	3	-4
ERp5 inh	7	0	5	-5	-6	0	7	5	1	-4
ERAP1 HTS inh	3	0	2	-2	0	4	1	-2	-2	-1
F508del corr	4.1	-0.3	-1.4	-0.7	-0.1	3.7	-3.6	-3.7	-2.2	2.1
CASP6 VEID inh	3	2	1	-1	0	1	0	7	5	-5
DENV2 CPE	1	2	7	-1	8	-4	-3	0	-5	-13

Some of the entries above in a different format:
50) CCOC(=O)N1CC(=O)Nc2ccc(Br)cc2C1c1ccccc1 (configuration not stated)
  miR-122 sensor: -3 | SIRT5 block: 10 | ERp5 inh: 0 | ERAP1 HTS inh: 0 | F508del corr: -0.3 | CASP6 VEID inh: 2 | DENV2 CPE: 2

51) COc1ccc(N2CCN(S(=O)(=O)c3ccc4c(c3)CCCC4)CC2)c([N+](=O)[O-])c1
  miR-122 sensor: -5 | SIRT5 block: -6 | ERp5 inh: 5 | ERAP1 HTS inh: 2 | F508del corr: -1.4 | CASP6 VEID inh: 1 | DENV2 CPE: 7
